Cneo AK release: causes C. neoformans cell lysis. adenylate kinase release luminescence, 4 h; normalised: neutral wells 0, clomiphene wells 100. lysis activity, % at 15 µM. 0.2% of 360,000 active;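 active means mean lysis activity across replicates of at least 80%, whatever share of replicates individually reach that level; inactive means mean lysis activity below 80%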
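Assay system: Cryptococcus neoformans yeast cells / Dosing: single-point compound dose / Timing: 4 h at 37 °C static, read 1 h later / Measured by: luminescence of released adenylate kinase using an AK detection reagent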
PGC1a acetyl inh: lowers PGC1a acetylation signal in U2OS cells. 0.17% of 350,000 active. inhibition, % at 15.6 µM. AID 651687. AlphaScreen anti-acetyl-lysine; with virally co-expressed GCN5 acetyltransferase;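 active means every replicate shows inhibition of at least 40%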;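 further: 0% = neutral control wells and 100% = positive control wells; some results beyond the cut were filed as inactive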
CASP6 VEID inh: blocks human caspase-6 cleavage activity | AID 686996 | P55212 | purified caspase-6, Z-VEID-R110 cleavage fluorescence | inhibition, % at 12.5 µM | 0.53% of 350,000 active;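 active means mean inhibition across replicates at least about 35%, with every replicate also reaching that limit, limit read from the data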;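 further: 0% = median of neutral control wells and 100% = no fluorescence left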
Target sequence (P55212 24-179 limits assumed): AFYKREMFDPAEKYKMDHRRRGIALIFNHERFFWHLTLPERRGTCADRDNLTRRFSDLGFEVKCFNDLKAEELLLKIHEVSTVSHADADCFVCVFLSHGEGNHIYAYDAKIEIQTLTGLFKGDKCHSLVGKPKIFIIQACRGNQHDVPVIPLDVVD
Target sequence (P55212 194-293 limits assumed): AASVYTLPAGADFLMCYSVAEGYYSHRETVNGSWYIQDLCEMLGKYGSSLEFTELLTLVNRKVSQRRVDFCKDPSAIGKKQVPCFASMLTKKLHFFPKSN
EWS-Fli inh: blocks EWS/Fli oncoprotein-driven transcription | inhibition, % at 12.6 µM | A673 NR0B1-luciferase reporter, viability-normalised | 0.67% of 350,000 active;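 active means mean inhibition of at least 50% after viability correction, with every replicate also passing that limit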;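 further: firefly luciferase signal divided by Alamar Blue viability fluorescence both relative to DMSO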
LGR2 antag: blocks bursicon-induced cAMP signaling via Drosophila LGR2; AID 720647; HEK293 LGR2, CRE-luciferase, bursicon-stimulated, 4 h; inhibition, % at 9.99 µM; 0.35% of 380,000 active;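 active means drop in luminescence signal, shown as inhibition above about 50% in the replicate tests, limit read from the data, passing the limit was not always enough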;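 further: agonist challenge used bursicon conditioned medium at about half maximal strength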
miR-122 sensor: blocks miR-122 activity in Huh7 sensor cells; Huh7 miR-122 Renilla luciferase sensor, 48 h; neutral wells = 0, positive control = 100; activation (reporter increase), % at 12.5 µM; 0.3% of 340,000 active; AID 602342;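 active means mean replicate activation score at least 90 and every replicate individually at or above 90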;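 further: higher luciferase means less miR-122 activity so hits act as miR-122 inhibitors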
PAX8 reporter: lowers PAX8-driven luciferase in RMG-I cells | RMG-I TPO-luciferase reporter, SteadyGlo, 24 h | inhibition, % at 12.6 µM | 1.2% of 360,000 active;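 active means mean replicate inhibition at least 60% with every replicate also reaching 60%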;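 further: luciferase light reporting Pax8 driven TPO promoter activity; plate controls were median of neutral control wells for no effect and mitoxantrone controls for full effect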
FN deposit inh: fibronectin deposition inhibition | AH1F fibroblasts, Alexa488-fibronectin deposition fluorescence, overnight | inhibition, % at 12.6 µM | 0.086% of 350,000 active | AID 743247;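 active means mean inhibition across replicates of 30% or more, regardless of how many single replicates reach that level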;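 further: positive control wells lacked labelled fibronectin entirely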
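Assay system: AH1F fibroblast monolayer, labelled fibronectin deposition. Amount: 10000 cells per well. Also added: labelled fibronectin 24 nM. Compound: single-point pinned compound. Incubation: cell attachment 1 h, compound and FN exposure overnight. Detection: fluorescence after three HBSS washes, excitation 485 nm, emission 525 nm. Read-out: inhibition of fibronectin deposition signal.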
* marks the source's active call; other numbers are inactive results; . = not tested or not shown; & = joins results of further samples; [ ] = remark or other dose.

Second line of a record: Cneo AK release	PGC1a acetyl inh	CASP6 VEID inh	EWS-Fli inh	LGR2 antag	miR-122 sensor	PAX8 reporter	FN deposit inh
C=CCN1C(=O)c2ccc(C(=O)NCC(c3ccccc3)N(C)C)cc2C1=O (configuration not stated)
    1	-2	-3	-5	-6	-9	13	-3
C[C@H]1CN([C@@H](C)CO)S(=O)(=O)c2ccc(-c3cccc(C#N)c3)cc2O[C@@H]1CN(C)C(=O)c1ccccc1
    0	-12	8	1	3	3[16.7 µM]	10	2
Cc1cccc(C)c1NC(=O)NN=C1CCCCC1
    -7	-6	-2	6	1	-2	16	19
O=S(=O)(c1ccc(F)cc1)N1CCCCN2[C@@H](CO)[C@@H](c3ccc(-c4ccccc4)cc3)[C@@H]2C1
    3	-10	-1	13	-5	-29[16.7 µM]	-13	.
O=C(NNC(=O)C1CC1c1ccccc1)c1cccc([N+](=O)[O-])c1 (configuration not stated)
    2	.	.	.	11	.	7	-1
O=C1CCCC/C1=C/Nc1ccc(C(=O)O)cc1
    -1	-3	-3	-36	1	-8	.	.
CC(OC(=O)c1cccnc1Cl)C(=O)Nc1ccc(S(N)(=O)=O)cc1 (configuration not stated)
    .	7	0	-6	9	.	7	-18
O=C(c1cc(Cl)ccc1Cl)N1CCN(Cc2ccccc2)CC1
    1	.	0	4	-5	-2	6	-8
C[C@@H]1CN([C@H](C)CO)C(=O)c2cc(NS(=O)(=O)c3ccc(Cl)cc3)ccc2O[C@@H]1CN(C)Cc1ccc(C(F)(F)F)cc1
    .	2	.	18	16	-13[16.7 µM]	.	.
C[C@@H]1CN([C@@H](C)CO)C(=O)c2cc(C#Cc3cccc(F)c3)cnc2O[C@@H]1CN(C)C(=O)C1CC1
    -1	-1	-1	-3	-2	-2[16.7 µM]	.	.
COc1ccc(NC(=O)N[C@@H]2CC[C@H](CCn3cc(-c4ccccc4)nn3)O[C@@H]2CO)cc1
    0	3	0	-1	3	.	7	.
CCOC(=O)Cc1nnc(NC(=O)CSc2ncc(-c3ccccc3)nn2)s1
    -3	.	2	-4	6	1	11	5
CSc1cccc(NC(=O)C2CC(=O)N(c3ccc4c(c3)OCCO4)C2)c1 (configuration not stated)
    2	-23	1	3	-5	2	10	-5
CCN(CC)C(=O)c1[nH]cnc1C(=O)NCc1ccccc1
    -4	4	.	6	-1	-1	-8	-3
CCOC(=O)c1cc(C)nn1-c1nc(Cl)cc(OC)n1
    7	-4	1	-9	2	-5	-1	3
O=c1[nH]c(CN(CCc2ccccc2)S(=O)(=O)c2ccc(Cl)cc2)nc2ccccc12
    .	.	0	0	-20	.	-39	-5
CO[C@H](CN(C)C(=O)Nc1ccc(C(F)(F)F)cc1)[C@@H](C)CN(Cc1ccccc1Cl)[C@H](C)CO
    -3	-13	-3	21	20	.	.	8
CN(C)C(C)(C)C#CCC(c1ccccc1)c1ccccc1
    .	.	.	.	6	6	-23	11
COCC(=O)Nc1ccc2c(c1)OC[C@@H](C)N(C(=O)C1CCCC1)C[C@@H](C)[C@@H](OC)CN(C)C2=O
    .	-3	.	-2	-8	22[16.7 µM]	2	-3
CC(=O)c1cccc(-n2nnnc2SCC(=O)NNC(=O)C2CCCCC2)c1
    .	2	-3	5	6	.	-3	-4
CCN1CCN(C(c2cccs2)C(C)NS(=O)(=O)c2ccccc2)CC1 (configuration not stated)
    0	.	1	4	-6	-2	-7	2
Cc1ccc(SCC(=O)Nc2ccc(N3CCN(C)CC3)c(F)c2)c(C)c1
    .	.	.	-7	0	.	-10	4
N#Cc1c(SCC(N)=O)nsc1SCc1ccccc1Cl
    -4	-9	.	.	5	0	.	.
C=CCNC(=O)c1onc(CSc2ccncc2)c1C(=O)NCC=C
    0	1	-1	6	.	4	-15	3
CN(C)CCCNC(=O)[C@@H]1[C@@H](CO)[C@@H]2Cn3c(ccc(C4=CCCC4)c3=O)[C@@H]2N1CCC(F)(F)F
    -1	.	-183	-9	4	.	.	.
N#Cc1c(N2C(=O)Nc3ccccc3N2O)sc2c1CCCC2
    .	-8	1	-2	42	.	-10	-9
CCCCCCCC(=O)N1c2ccccc2NC(=O)C1CC(=O)Nc1ccc(C(=O)O)cc1 (configuration not stated)
    -1	8	2	-6	4	-5	4	-1
COc1cccc(-c2nc3n(n2)C(c2cccs2)C(C(=O)Nc2cccnc2)=C(C)N3)c1 (configuration not stated)
    -2	.	2	-2	11	2	11	4
CCc1nc(NCc2ccc3c(c2)OCO3)c2oc3ccccc3c2n1
    -5	-3	.	.	.	15	.	4
O=C1C=C(c2cc(C(F)(F)F)cc(C(F)(F)F)c2)C[C@@H](c2ccc3c(c2)OCO3)C1
    -1	2	1	5	1	4	7	-1

Carrying on:
Second line of a record: Cneo AK release	PGC1a acetyl inh	CASP6 VEID inh	EWS-Fli inh	LGR2 antag	miR-122 sensor	PAX8 reporter	FN deposit inh
CCCCCC(=O)N1CCN(CCN=CC2=C(O)CC(c3ccc(OC)cc3)CC2=O)CC1 (configuration not stated)
    1&-2	4	-1	5	-3	.	-17	4
COc1cc(CN2CCCCC2)ccc1OCc1ccccc1
    -1	.	-1	-39	-7	1	-22	2
CCc1ccc(/C=C2\Oc3c(ccc(O)c3CN3CCN(CCO)CC3)C2=O)cc1
    5	0	-1	-3	-28	4	17	-8
CCC(=O)n1nc(-c2cccnc2)nc1NCc1cccs1
    0	.	-4	-12	-14	-4	-7	1
Cc1ccc(S(=O)(=O)N2CCC(C(=O)NN3CCCCC3)CC2)cc1
    0	7	0	-2	13	2	8	3
CN1CCN(S(=O)(=O)c2ccc(N)cc2)CC1
    1	-2	-1	-7	2	0	2	16
Oc1ccc(C=NNC(=S)Nc2ccc(F)cc2)c(O)c1
    -24	-4	0	-24	-15	9	-84	2
Cc1ccc(S(=O)(=O)N(C)C[C@H]2Oc3ccc(NC(=O)C4CC4)cc3C(=O)N([C@@H](C)CO)C[C@H]2C)cc1
    .	12	.	6	-4	5[16.7 µM]	-8	0
O=C1c2cccc3cc([N+](=O)[O-])cc(c23)C(=O)N1CCN1CCCC1
    1	.	2	69*	32	.	90*	1
COc1cc(C2NC(=O)NC(O)(C(F)(F)F)C2C(=O)c2ccc(Cl)cc2)ccc1O (configuration not stated)
    -2	6	.	.	.	5	-20	-2
O=S1(=O)[C@H]2C[C@H](CO)O[C@@]2(CO)CN1Cc1ccc(-c2ccc(F)cc2)cc1
    1	-13	-1	-10	-14	14	0	.
CC(C)NC(=O)N(C)C[C@@H]1OCCCC[C@H](C)Oc2ccc(NS(=O)(=O)c3ccc(Cl)cc3)cc2C(=O)N([C@@H](C)CO)C[C@@H]1C
    -5	2	-1	1	1	2[16.7 µM]	-1	-6
CCCC(=O)N1CC2(C1)CN(C(=O)C1CCOCC1)[C@@H](CO)c1[nH]c3cc(OC)ccc3c12
    .	2	2	-4	-16	.	-14	.
Nc1ccc2nn(-c3ccc(F)cc3)nc2c1
    0	9	-1	-39	-21	8	-71	-1
COCCN(C(=O)/C=C/c1ccccc1)c1nnc(-c2cccnc2)s1
    0	8	-2	-5	5	9	21	-2
COc1cc(NC(=O)CC(C)C)ccc1NC(=O)c1ccco1
    0	-3	-3	-73	-48	-10	.	.
CCOc1ccccc1CNc1ccc(O)cc1
    .	-25	0	-18	-4	.	26	1
COc1ccc(S(=O)(=O)N2CCCCN3[C@H](CO)[C@H](c4ccc(-c5cccnc5)cc4)[C@@H]3C2)cc1
    3	8	-3	.	58*	2[16.7 µM]	6	.
COc1ccccc1C(=O)Nc1ccccc1C(=O)Nc1ccccc1
    0	-17	2	4	1	1	-5	4
CC1CCCC(C)N1CCCNC(=O)CN1C(=O)c2cccnc2Oc2ccc(Cl)cc21 (configuration not stated)
    1	.	-61	8	12	.	9	-10
O=C(CN1CCN(C(=O)c2ccco2)CC1)NCc1ccc(Cl)cc1
    0	7	0	1	6	-6	-5	3
CCC(C)NC(=O)c1ccccc1NC(=O)Nc1ccccc1 (configuration not stated)
    5	-3	.	.	.	7	-6	-4
Cc1ccc(C(=O)COC(=O)c2cc(=O)[nH]c3ccccc23)cc1C
    -4	-1	-4	-9	-37	1	-19	.
CCCC(=O)N1CCCC1(C)C(=O)Nc1cc(OC)c(OC)c(OC)c1 (configuration not stated)
    -2	1	6	1	18	2	-4	-5
O=C(NNC(=O)c1cccc2ccccc12)c1cccc(Br)c1
    0	6	3	-17	-15	.	-22	4
CCCCN(CCCC)Cc1ccc(C(=O)NNC(=O)Nc2ccc(Cl)cc2)o1
    -7	-16	-5	-15	6	-4	1	-4
C[C@@H]1CN([C@H](C)CO)C(=O)CCCn2cc(nn2)CO[C@H]1CN(C)S(=O)(=O)c1ccccc1
    1&4	6&3	3&1	7&-2	-22&-13	-3	-16&5	4&-5
Cc1cc(SCC(=O)O)nc2ccccc12
    2	1&-3	2	-6&-2	5&23	.	5&2	2&10
CC1CCCC(C(=O)O)N1C(=O)CCSC(=O)c1ccccc1 (configuration not stated)
    -2	7	.	.	-19	-1	.	.
N[C@@H](Cc1ccc(O)cc1)c1nnc([C@H](CO)NC(=O)C2CCNCC2)o1
    1	8	-27	-2	3	0	-7	-2

Reformatted: results already given
> Cc1cc(SCC(=O)O)nc2ccccc12
  Cneo AK release: 2
  PGC1a acetyl inh: 1&-3
  CASP6 VEID inh: 2
  EWS-Fli inh: -6&-2
  LGR2 antag: 5&23
  miR-122 sensor: .
  PAX8 reporter: 5&2
  FN deposit inh: 2&10
> CC1CCCC(C(=O)O)N1C(=O)CCSC(=O)c1ccccc1 (configuration not stated)
  Cneo AK release: -2
  PGC1a acetyl inh: 7
  CASP6 VEID inh: .
  EWS-Fli inh: .
  LGR2 antag: -19
  miR-122 sensor: -1
  PAX8 reporter: .
  FN deposit inh: .

Remaining list, next part
Second line of a record: Cneo AK release	PGC1a acetyl inh	CASP6 VEID inh	EWS-Fli inh	LGR2 antag	miR-122 sensor	PAX8 reporter	FN deposit inh
C[C@H](CO)N1C[C@H](C)[C@H](CN(C)C)Oc2cc(C3=CCCCC3)ccc2S1(=O)=O
    .	-23	.	5	-1	-8[16.7 µM]	.	.
CCN(CC)C(=O)C(=O)c1cccn1-c1c(Cl)cccc1C#N
    .	.	0	1	16	.	-6	.
COc1ccc(C(=O)COC(=O)c2ccccn2)cc1OC
    1	8	1	0	-4	-4	-15	-11
COc1ccc(OC)c(-c2csc(NC(=O)Cc3ccc(OC)c(OC)c3)n2)c1
    2	-9	2	-16	4	-3	-4	13
Nc1c(Cl)cc(-c2csc(N3CCCC3c3nc4cc(Cl)c(N5CCCCC5)cc4n3CCOCCO)n2)cc1Cl (configuration not stated)
    -4	-6	-3	-2	16	-3	24	11
COC(=O)c1cnn(-c2ccccc2)c1N
    5	9	-1	4	5	0	0	-7
CCOC(=O)Cn1c(C)cc(COC)c(C#N)c1=O
    .	9	-2	6	19	.	-18	.
C[C@H]1CCCCO[C@H](CN(C)Cc2ccncc2)[C@@H](C)CN([C@@H](C)CO)C(=O)c2cc(NS(=O)(=O)c3cn(C)cn3)ccc2O1
    47	28	1	-6	-23	12[16.7 µM]	-24	.
O=C(C[C@H]1C(=O)N(C2CCCCC2)C[C@@H]1Cc1ccccc1)Nc1ccccc1
    0	.	-1	5	8	.	13	1
CC(=O)NCCC(=O)Nc1nc(-c2ccc3c(c2)OCCO3)cs1
    -2	-2	0	.	-14	2	-31	6
O=C(Nc1nnc(C2CC2)s1)C1CCCCN1S(=O)(=O)c1ccccc1 (configuration not stated)
    3	-3	0	1	-1	0	7	-12
CC(C)NC(=O)N1[C@@H]2CN(C(=O)c3ccncc3)c3ccccc3[C@@H]2[C@@H]1CO
    5	4	0	-2	-10	-3[16.7 µM]	-1	.
O=c1oc(-c2ccccc2)nc2ccsc12
    -2	-2	.	.	-1	-3	.	.
